# BL2 CD40 inh: CD40 pathway inhibition in BL2 cells; BL2 NF-kB luciferase reporter, CD40L-induced, 4 h; inhibition, % at 10 µM; 83,000 compounds, 0.94% hits; AID 1053188;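 active means mean inhibition of at least 50% with a set share of replicates also reaching that level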;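 further: 0% = neutral control wells and 100% = IKK inhibitor VII at 50 µM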
# Starred values were filed as active, the others as inactive; & = joins results of further samples; [ ] = remark or other dose. Only part of the results is shown; rates above refer to the full screens.
SMILES,BL2 CD40 inh
COc1cc(S(=O)(=O)N2CCN(C(=O)c3ccccc3)CC2)c(OC)cc1Br,0
O=c1[nH]cnc(CN2CCCCC2)c1O,3
O=C(NCCc1ccc(F)cc1)C(=O)Nc1cc2c3c(c1)CC(=O)N3CCC2,6
CNC[C@H]1Oc2ccc(NC(C)=O)cc2C(=O)N(C)C[C@H]1C,-11
O=C(CSc1nnc2ccc(-c3ccco3)nn12)Nc1ccccc1F,23
O=C1CCC(C(=O)NC2(C(=O)NC3CCCCC3)CCCCC2)N1 (stereo not drawn),5
C[C@@H]1CN([C@H](C)CO)C(=O)c2c(c3ccccc3n2C)-c2ccccc2CO[C@H]1CN(C)S(=O)(=O)c1ccc(C#N)cc1,3
O=C(Nc1ccc(N2CCOCC2)nc1)c1cccs1,-55
CCN(CC)S(=O)(=O)N1CCC(C(=O)NCc2ccc(C)cc2)CC1,8
COc1cccc(NC(=O)c2cc(C(=O)Nc3cccc(OC)c3)n(C)n2)c1,10
CCCCC(=O)Nc1sc(C(=O)N(CC)CC)c(C)c1C(=O)OC,11
O=C(Cc1ccccc1[N+](=O)[O-])NCc1ccncc1,-1
Cc1ccc(NS(=O)(=O)c2ccc(C(=O)N3CC(C)CC(C)C3)cc2)cc1 (stereo not drawn),-6
O=C(NCCC1=CCCCC1)C1CCCN(c2nc3ccccc3o2)C1 (stereo not drawn),5
O=C(C[C@@H]1C[C@H]2c3cc(NC(=O)NC4CCCC4)ccc3O[C@H]2[C@H](CO)O1)NCCc1ccccc1,1
C[C@H](CO)N1C[C@H](C)[C@@H](CN(C)C(=O)Nc2ccc(N3CCCCC3)cc2)OCc2cn(nn2)CCCC1=O,-15[25 µM]
Cc1ccsc1/C=N/NC(=O)c1ccc(-n2cccc2)cc1,-64
CO[C@@H]1CN(C)C(=O)c2cc(NC(=O)C3CC3)ccc2OC[C@H](C)N(CC2CCCC2)C[C@H]1C,4
NNC(=O)CCn1nnc2ccccc21,9
c1ccc(CCNCc2ccco2)nc1,1
COc1ccc(C2CC(c3ccccc3)=NN2C(=O)COC(=O)c2ccc(S(C)(=O)=O)cc2)cc1 (stereo not drawn),2
OCc1c(Cl)nc2ccccn12,13
O=C(COC(=O)c1cccs1)Nc1nc(-c2ccccc2)cs1,13
Fc1cccc(Cc2noc(CN3CCCN(C4Cc5ccccc5C4)CC3)n2)c1,-6
COCCn1c(SCCOc2ccccc2)nc2ccccc2c1=O,12
COc1cccc(CN2[C@H](CO)[C@@H](c3ccccc3)C23CN(C(=O)C2CCCC2)C3)c1,0
C[C@H](CO)N1C[C@H](C)[C@H](CN(C)CC2CCCC2)OCc2cnnn2CCCC1=O,-5
CC(C)OC(=O)NCCOC(=O)Nc1ccc(Cl)cc1,-3
O=C(CN1CCN(c2ccccn2)CC1)Nc1ccc(Oc2ccccc2)cc1,6
CCN(CC(=O)Nc1ccccc1C(F)(F)F)C(=O)c1cc2c(s1)CCCCC2,9
C[C@H]1CN([C@@H](C)CO)C(=O)c2ccccc2-c2ccccc2CO[C@@H]1CN(C)C(=O)NC1CCCCC1,-2[25 µM]
CCCc1cc(=O)oc2cc(OCC(=O)NCCN3CCOCC3)c(Cl)cc12,3
CCN(CC)CCNC(=O)CN1C(=O)CSc2ccc(S(=O)(=O)N3CCOCC3)cc21,1
CC[N+](CC)(CC)CC(=O)Nc1ccc(SC(F)F)cc1,7
CC(=O)Nc1cccc(NC(=O)c2ccccc2OCc2c(C)noc2C)c1,-5
CCC(=O)N1[C@@H](CO)[C@@H]2c3ccccc3N(C(=O)c3ccncc3)C[C@@H]21,2[25 µM]
CO[C@@H]1CC[C@@H]2CCOc3c(C#N)cccc3C(=O)N(C)C[C@@H](OC)[C@@H](C)C(=O)N(C)C[C@@H]1O2,3[25 µM]
CCCCN(C(=O)CSc1nnc(Nc2ccccc2)s1)c1c(N)n(CCC)c(=O)[nH]c1=O,-18
NC(=O)c1ccc(-c2nc(-c3ccc4c(c3)OCCO4)c(-c3ccccn3)[nH]2)cc1,-1[25 µM]
COc1ccccc1N(CC(=O)NCCSC(C)(C)C)S(C)(=O)=O,5
CO[C@@H]1CN(C)C(=O)c2cc(NC(=O)NC3CCCCC3)ccc2OC[C@H](C)N(CC2CCOCC2)C[C@@H]1C,-2[25 µM]
CC(C)C1O/C(=N/C(=O)Nc2ccc(Cl)c(Cl)c2)NC1=O (stereo not drawn),23
CCCC#Cc1ccc([C@@H]2[C@@H](CO)N3CCCCN(Cc4cncnc4)C[C@H]23)cc1,-14[25 µM]
O=C(COC(=O)C1CCCO1)Nc1cccc(C(F)(F)F)c1 (stereo not drawn),-6
O=C(Sc1n[nH]c(=O)[nH]c1=O)c1ccccc1,-1
CCOc1ccc(NC(=O)CN(C)C(=O)CN2C(=O)c3ccc([N+](=O)[O-])cc3C2=O)cc1OCC,5
Cc1ccc(S(=O)(=O)NCCC(=O)NC2CCCC2)cc1,0
O=C(C1CCC1)N1CCc2cc(S(=O)(=O)NCCCN3CCCCC3)ccc21,-2
O=C(C[C@H]1CC[C@H]2[C@@H](COC[C@@H](O)CN2Cc2ccc(Oc3ccccc3)cc2)O1)N1CCN(c2ccccc2)CC1,39[25 µM]
CC(CC(=O)O)CC(=O)Nc1ccc(S(N)(=O)=O)cc1 (stereo not drawn),2
CO[C@H]1CN(C)C(=O)c2ccc(NC(=O)C3CCC3)cc2OC[C@@H](C)N(Cc2ccccn2)C[C@@H]1C,1[25 µM]
C/C=C/c1ccc([C@@H]2[C@@H](CO)N[C@@H]2CN(CC)C(=O)CN2CCOCC2)cc1,-3[25 µM]
CCNC(=O)C1OC(n2cnc3c(N)nc(NCCc4ccc(CCC(=O)O)cc4)nc32)C(O)C1O (stereo not drawn),4[25 µM]
COc1ccc(S(=O)(=O)N(C)C[C@H]2Oc3ccc(NC(=O)Nc4ccc(C(F)(F)F)cc4)cc3C(=O)N([C@@H](C)CO)C[C@H]2C)cc1,61*[25 µM]
CCCC(=O)N(c1ccc(OCC)cc1)C1C=CS(=O)(=O)C1 (stereo not drawn),0
C[C@H](CO)N1C[C@H](C)[C@H](CN(C)S(=O)(=O)c2ccc(Oc3ccccc3)cc2)OCc2cn(nn2)CCCC1=O,4
CCOC(=O)c1cccnc1NC(=O)c1ccncc1,8
O=C(C[C@@H]1C=C[C@H](NC(=O)Cc2cccnc2)[C@H](CO)O1)NCc1ccc2c(c1)OCO2,-9[25 µM]
CCCCOc1ccc(C(=O)NCC(=O)NCCCn2nc(C)cc2C)cc1,-1
COc1ccccc1-c1ccc([C@@H]2[C@@H](C#N)N(C(=O)NC3CCCCC3)[C@@H]2CO)cc1,9[25 µM]

# Records above that bear a hit mark in BL2 CD40 inh:
SMILES,BL2 CD40 inh
COc1ccc(S(=O)(=O)N(C)C[C@H]2Oc3ccc(NC(=O)Nc4ccc(C(F)(F)F)cc4)cc3C(=O)N([C@@H](C)CO)C[C@H]2C)cc1,61*[25 µM]

# More compounds follow.
SMILES,BL2 CD40 inh
O=C(c1ccncc1)N1C[C@H]2[C@@H](c3ccccc31)[C@H](CO)N2Cc1ccccc1F,-3[25 µM]
Cc1cccc(C(=O)NCC(=O)NC(C)c2ccc(-n3ccnc3)cc2)c1 (stereo not drawn),6
C=C(C)C1CC=C(C)C(=NNC(=O)c2ccncc2)C1 (stereo not drawn),5
Cc1nc2ccc(NC(=O)COc3cccc(F)c3)cc2s1,-6
CCC(=O)Nc1nc(-c2cc([N+](=O)[O-])cs2)cs1,-28
OC(c1ccc(OCc2ccccc2)cc1)c1nnc(-c2ccccc2)o1 (stereo not drawn),2
CCS(=O)(=O)N1CC2(CN(CC3CCOCC3)[C@@H](CO)c3c2c2ccc(OC)cc2n3C)C1,-8[25 µM]
Nc1cccc2c1C(=O)N(CC(=O)NC13CC4CC(CC(C4)C1)C3)C2=O,7
COc1ccc(OC)c(S(=O)(=O)N2CCC3(CC2)OCCN3S(=O)(=O)c2cccs2)c1,-10
O=C(NCC1CCCO1)c1cc2c(s1)CCC2 (stereo not drawn),-24
CO[C@H]1CN(C)C(=O)c2cc(NC(=O)NC3CCCCC3)ccc2OC[C@@H](C)N(CC2CCOCC2)C[C@@H]1C,4[25 µM]
O=C(CN1C(=O)c2cccc3cccc(c23)C1=O)N1CCCCC1,-5
Cn1cccc1/C=N/NC(=O)c1cccnc1,-2
CCOc1ccc(NC(=O)N[C@@H](CCSC)C(=O)OC)cc1,-16
COc1ccc(S(=O)(=O)Nc2ccc3c(c2)N(C(C)=O)CCC3)cc1OC,22

# Structures above containing a nitro group on carbon (3):
SMILES,BL2 CD40 inh
O=C(Cc1ccccc1[N+](=O)[O-])NCc1ccncc1,-1
CCOc1ccc(NC(=O)CN(C)C(=O)CN2C(=O)c3ccc([N+](=O)[O-])cc3C2=O)cc1OCC,5
CCC(=O)Nc1nc(-c2cc([N+](=O)[O-])cs2)cs1,-28

# Following part
SMILES,BL2 CD40 inh
COCC(=O)N(C)C[C@H]1[C@H](c2ccc(-c3ccccc3)cc2)[C@H](CO)N1C(C)=O,1[25 µM]
N#C[C@H]1[C@@H](c2ccccc2C2=CCCCC2)[C@@H](CO)N1C(=O)CN1CCOCC1,-3[25 µM]
COC(=O)CCC(=O)Nc1ccc(Cl)c(Cl)c1,-3
COc1ccccc1CC(=O)N1CCCC(CCC(=O)NCc2ccccc2F)C1 (stereo not drawn),-8
COc1ccc2c3c([nH]c2c1)[C@H](CO)N(Cc1nccs1)CC31CCN(Cc2cccnc2)CC1,-8[25 µM]
CCc1ccc(N(C(=O)c2csnn2)C(C(=O)NC(C)(C)CC)c2ccccn2)cc1 (stereo not drawn),-28
CNC[C@H]1Oc2ccc(N(S(C)(=O)=O)S(C)(=O)=O)cc2C(=O)N(C)C[C@@H]1C,-1
COc1ccc(NC(=O)CN(C)C(=O)CCc2nc3cc(S(=O)(=O)N4CCOCC4)ccc3n2C)cc1,5
COc1cccc(N2C(=O)CC(c3c[nH]c4ccccc34)C2=O)c1 (stereo not drawn),-28
COc1cccc(-c2ccc3c(c2)[C@H]2[C@H](CCN2S(=O)(=O)c2ccccc2F)[C@H](CO)N3)c1,2[25 µM]
CC1CCCN(C(=O)COC(=O)C2CCN(S(=O)(=O)c3ccc4c(c3)OCCO4)CC2)C1 (stereo not drawn),6
O=C(COCc1cc(-c2ccc3c(c2)OCO3)on1)Nc1cccnc1,-28
CN(C(=O)c1ccccc1C(=O)OCC(=O)NCc1ccccc1)C1CCCCC1,14
Cc1cc(C(C)(C)C)cc(S(=O)(=O)NCCO)c1C,11
COc1ccc(N2CCN(C(=O)CCc3c[nH]c4ccccc34)CC2)cc1,3
O=C(Nc1ccc(C(F)(F)F)cc1)N1[C@@H]2CNC[C@H]1C2c1ccc(-c2ccncc2)cc1 (stereo partly drawn),-3&23[25 µM]
O=C(C[C@@H]1CC[C@H](NC(=O)NC2CCCCC2)[C@H](CO)O1)NCc1ccc(F)cc1,-4
Cc1ccc(C)c(-c2nnc(NC(=O)CCS(=O)(=O)c3ccccc3)o2)c1,8
O=C(C1CCOCC1)N1CC(=O)N2[C@H](CO)[C@@H](c3ccc(C#CCc4ccccc4)cc3)[C@H]2C1,-6[25 µM]
CN(C)C(=O)c1cccc(-c2ccc([C@@H]3[C@@H](CO)N(C(=O)C4CC4)[C@H]3C#N)cc2)c1,-9
CCOC(=O)C1(C)CCCN(C(=O)Cc2ccc3ccccc3c2)C1 (stereo not drawn),-7
Cc1ccc(C(=O)Nc2ccc3c(c2)OCO3)cc1S(=O)(=O)N1CCCCC1,6
CO[C@@H]1CN(C)C(=O)c2ccc(NC(=O)c3ccc(F)cc3)cc2OC[C@@H](C)N(C)C[C@H]1C,-2
CC/C(=C1/C(=O)CC(C)(C)C(C(=O)OC)C1=O)N1CCCC1 (stereo not drawn),10
CCn1c(-c2ccccn2)nc2cc(S(=O)(=O)N(C)C)ccc21,-28
C[C@H](CO)N1C[C@H](C)[C@H](CN(C)C(=O)C2CC2)OCc2ccccc2-c2c(n(C)c3ccccc23)C1=O,-5
COc1ccc(NC(=O)[C@@H]2O[C@H](CO)[C@H](O)[C@H](O)[C@H]2O)cc1F,4
Cc1ccc(-n2ncc(-c3nn[nH]n3)c2N)cc1,-24
O=[N+]([O-])c1cccc(C2(O)COc3ccccc3O2)c1 (stereo not drawn),11
CSCCC(NC(=O)c1ccccc1)C(=O)OCC(=O)NCc1ccco1 (stereo not drawn),-3

# Gathered by group: those above with an aryl thioether with sulfur outside any ring
SMILES,BL2 CD40 inh
O=C(CSc1nnc2ccc(-c3ccco3)nn12)Nc1ccccc1F,23
COCCn1c(SCCOc2ccccc2)nc2ccccc2c1=O,12
CC[N+](CC)(CC)CC(=O)Nc1ccc(SC(F)F)cc1,7
CCCCN(C(=O)CSc1nnc(Nc2ccccc2)s1)c1c(N)n(CCC)c(=O)[nH]c1=O,-18

# (more compounds)
SMILES,BL2 CD40 inh
C[C@@H]1CN([C@H](C)CO)C(=O)CCCn2nncc2CO[C@H]1CN(C)S(C)(=O)=O,6[25 µM]
c1ccc(-c2nnc(OCCN3CCOCC3)c3ccccc23)cc1,5
S=C1NCCNC(=S)NCCOCCOCCOCCN1,1
COc1ccc(OCC(=O)Nc2ccc(N3CCOCC3)cc2)c([N+](=O)[O-])c1,-6
Cc1ccc2nc(SCC(=O)N3CC(C)OC(C)C3)nc(=O)n2c1 (stereo not drawn),-6
O=C(Nn1cnnc1)c1cc2c(s1)CCCCC2,-13
COc1ccccc1NCCC(=O)OCC(=O)Nc1ccccc1F,16
CN1CCN(C(=O)C[C@@H]2CC[C@H]3[C@@H](COc4ccc(NC(=O)C5CCC5)cc4C(=O)N3C)O2)CC1,5
C[C@@H]1CN([C@H](C)CO)C(=O)c2cc(NC(=O)NC3CCCCC3)ccc2O[C@@H]1CN(C)S(C)(=O)=O,-5[25 µM]
COc1ccc2cc3cc(C(=O)NCCCN4CCC(C)CC4)oc3nc2c1,-89

# Another view of part of the listing above.
BL2 CD40 inh | SMILES
-28 | O=C(COCc1cc(-c2ccc3c(c2)OCO3)on1)Nc1cccnc1
14 | CN(C(=O)c1ccccc1C(=O)OCC(=O)NCc1ccccc1)C1CCCCC1
11 | Cc1cc(C(C)(C)C)cc(S(=O)(=O)NCCO)c1C

# From PubChem
